Source: PubChem
Pf growth 96h – Primary qHTS for delayed death inhibitors of the malarial parasite plastid, 96 hour incubation; P. falciparum luciferase reporter growth, 96 h; Potency, µM (top dose mostly 28.7 µM), for inactives: top-dose activity change, negative = inhibition, usual class: inhibitors; 6.9% of 320,000 active; AID 504834, 2011
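Plates of compound plus infected erythrocytes (2% hematocrit, 0.05% parasitemia final) incubate 96 hours, 37 C, 5% CO2. Detection reagent added; reduced luminescence from the parasites' luciferase reporter flags inhibition.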
Tb PYK inh – qHTS of Trypanosoma Brucei Inhibitors | pyruvate kinase (Trypanosoma brucei), Q57TT1 | TbPYK enzyme, Kinase-Glo Plus ATP luminescence, 45 min | Potency, µM (highest dose often 76.8 µM), inactives show at the top dose activity, negative = inhibition, usual class: inhibitors | 0.12% of 410,000 active | AID 624173, 2012; note: nearly all actives have a fitted effect of over 50% in size
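Screened from lowest to highest concentration, compounds were pinned into TbPYK/substrate mixtures, and ADP (130 uM final) was added. Plates sat at room temperature for 45 min prior to Kinase-Glo Plus detection by luminescence.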
HCV inhibitor – qHTS Assay for Inhibitors of Hepatitis C Virus (HCV). Huh7.5.1 HCVcc-Cre infection, luciferase reporter, 44 h. Potency, µM (series often up to 41.8 µM), without a hit: top-dose activity change, negative = inhibition, usual class: inhibitors. 3.4% of 340,000 active. AID 651820, 2012
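Reporter virus HCVcc-Cre (~0.5 moi) infects cells exposed to compound; seeding density 1,000 cells/well with 4 h settling beforehand. Luminescence, 15 sec read, taken 44 h post-infection following a 15 min RT substrate incubation.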
LmPK inhibitor – qHTS Assay for Inhibitors of Leishmania Mexicana Pyruvate Kinase (LmPK). Q27686. purified LmPK, Kinase-Glo ATP luminescence, 1 h. Potency, µM (top dose mostly 57.5 µM), without a hit: at the highest dose activity change, negative = inhibition, actives largely listed as inhibitors. 0.37% of 290,000 active. AID 1721, 2009
Target sequence (Q27686 whole entry, looked up): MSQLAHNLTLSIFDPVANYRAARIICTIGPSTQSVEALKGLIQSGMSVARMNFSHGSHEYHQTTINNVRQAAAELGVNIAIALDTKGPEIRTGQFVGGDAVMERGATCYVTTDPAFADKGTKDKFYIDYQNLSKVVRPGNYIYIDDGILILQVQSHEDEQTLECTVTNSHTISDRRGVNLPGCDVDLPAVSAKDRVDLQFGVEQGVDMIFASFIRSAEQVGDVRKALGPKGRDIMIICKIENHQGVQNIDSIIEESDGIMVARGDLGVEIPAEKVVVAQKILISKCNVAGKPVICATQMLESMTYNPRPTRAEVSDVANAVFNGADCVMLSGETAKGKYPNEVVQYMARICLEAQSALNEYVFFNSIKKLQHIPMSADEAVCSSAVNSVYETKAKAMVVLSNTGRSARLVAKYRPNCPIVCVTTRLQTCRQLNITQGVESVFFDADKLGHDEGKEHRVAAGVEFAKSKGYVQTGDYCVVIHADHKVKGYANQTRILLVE
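Screened at intermediate enzyme activity to detect both inhibitors and activators: LmPK at 0.1 nM, with a 0.5 nM enzyme column as activation reference. PEP 0.5 mM, ADP 0.1 mM; ATP detected by luminescence after 1 h.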
Pf growth 48h – Primary qHTS for delayed death inhibitors of the malarial parasite plastid, 48 hour incubation. 5.9% of 310,000 active. Potency, µM (series often up to 28.7 µM), without a hit: at the top dose activity change, negative = inhibition, most hits filed as inhibitors. P. falciparum luciferase growth in erythrocytes, 48 h. AID 504832, 2011
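Firefly luciferase activity from engineered P. falciparum reports growth; inhibitors lower the luminescent signal. Cultures contained 2% hematocrit erythrocytes at 0.1% final parasitemia.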
Sm TGR block – qHTS Assay for the Inhibitors of Schistosoma Mansoni Peroxiredoxins | Schistosoma mansoni thioredoxin glutathione reductase (TGR), Q962Y6 | purified TGR, DTNB reduction, TNB absorbance 405 nm | Potency, µM (titrated, usually from 114 µM), without a hit: top-dose activity change, negative = inhibition, usual class: inhibitors | 3% of 360,000 active | AID 485364, 2010; note: nearly all actives have a fitted effect of over 60% in size
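Kinetic colorimetric format: TGR-catalysed, NADPH-driven DTNB reduction monitored via TNB absorbance. Enzyme dispensed at 20 nM; compound exposure 15 min at room temperature before reaction start.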
Starred values were filed as active, the others as inactive; ? = inconclusive; . = not tested or not shown; [ ] = remark or other dose. Calls come from the whole dose curve; as a rule, active = well fitted curve in the direction sought with a large enough effect; inconclusive = small, poorly fitted or top-dose-only effect, or another doubt; inactive = no such curve, though single readings can be large; an effect the other way counts as inactive or inconclusive. % is set by controls: 0 for no effect and ±100 for the full control effect; potency is the fitted concentration of half-maximal effect.

nr	Molecule	LmPK inhibitor	Pf growth 48h	Tb PYK inh
1	COc1ccc(CNC(=O)C2CCN(S(=O)(=O)c3ccc(Br)s3)CC2)cc1	3%	-24%	1%
2	COCCN(C(=O)CSc1nc(-c2ccccc2)cn1N)c1c(N)n(Cc2ccccc2)c(=O)[nH]c1=O	.	?	-7%
3	Cc1ccc(S(=O)(=O)CC(=O)c2ccccc2)cc1	-4%	0%	2%
4	Nc1ccc(S(=O)(=O)NC2=NCCCCC2)cc1N	7%	6%	0%
5	Cc1[nH]c(C)c(S(=O)(=O)NCc2ccccc2Cl)c1C(=O)N1CCCC1	-1%	-5%	-2%
6	CC(=O)N=c1n(C)c2ccccc2n1CCOc1ccccc1	-8%	-1%	-7%
7	COc1ccc2[nH]c(=O)c(CN(Cc3cccs3)Cc3nnnn3Cc3ccccc3)cc2c1	5%	?	.
8	CNC(=S)/N=C(\Nc1ccc(C)cc1)c1ccccc1	4%	-9%	-8%
9	Cc1nc2ccccc2c(=O)n1-c1cccc(C(F)(F)F)c1	4%	0%	0%
10	COc1ccc(C[C@H]2CN3C(=NC[C@@H]3Cc3ccc(O)cc3)N2C[C@H](C)NC(=O)CCC2CCCCC2)cc1	2%	2.1µM*	3%
11	COc1ccc(S(=O)(=O)N2CCCC(C(=O)NCc3cccnc3)C2)cc1OC (centres undefined)	.	-20%	-10%
12	Cc1ccc(-c2nc(CN(C)C3CCOC3)c(C)o2)s1 (centres undefined)	3%	25%	0%
13	Cc1cc(C)cc(N2C(=O)CC(Sc3ncn[nH]3)C2=O)c1 (centres undefined)	-3%	-8%	-15%
14	CCOC(=O)N(C)c1ccc(C(O)(C(=O)OCC)C(F)(F)F)cc1 (centres undefined)	4%	23%	10%
15	COc1ccc(CCC(C)NC(=O)CCc2ccccc2)c(OC)c1 (centres undefined)	4%	9.3µM*	-2%

nr	Sm TGR block	Pf growth 96h	HCV inhibitor
1	-1%	-13%	?
2	6%	3%	11%
3	17%	24%	16%
4	8%	19%	6%
5	-8%	?	12%
6	0%	?	24%
7	0%	.	13%
8	-26%	?	4%
9	1%	?	6%
10	-5%	0.93µM*	-2%
11	-1%	?	?
12	-14%	19%	3%
13	0.5µM*	.	0%
14	-19%	.	13%
15	8%	?	?

Entries listed so far that contain a carbonyl joined to an NH by a bond outside any ring (4):
nr	Molecule	LmPK inhibitor	Pf growth 48h	Tb PYK inh
1	COc1ccc(CNC(=O)C2CCN(S(=O)(=O)c3ccc(Br)s3)CC2)cc1	3%	-24%	1%
10	COc1ccc(C[C@H]2CN3C(=NC[C@@H]3Cc3ccc(O)cc3)N2C[C@H](C)NC(=O)CCC2CCCCC2)cc1	2%	2.1µM*	3%
11	COc1ccc(S(=O)(=O)N2CCCC(C(=O)NCc3cccnc3)C2)cc1OC (centres undefined)	.	-20%	-10%
15	COc1ccc(CCC(C)NC(=O)CCc2ccccc2)c(OC)c1 (centres undefined)	4%	9.3µM*	-2%

nr	Sm TGR block	Pf growth 96h	HCV inhibitor
1	-1%	-13%	?
10	-5%	0.93µM*	-2%
11	-1%	?	?
15	8%	?	?

The listing continues:
nr	Molecule	LmPK inhibitor	Pf growth 48h	Tb PYK inh
16	CN=C1c2cc3cc(OC)ccc3n2CCN1C	10%	36%[activator]	-10%
17	COc1ccc(/C(N)=N/OC(=O)CN(C)S(=O)(=O)c2ccc(C)cc2)cc1	5%	-21%	-12%
18	Cc1nc(-c2ccncc2)nc(NCCNc2ccc(C(F)(F)F)cn2)c1Cl	-3%	3.7µM*	5%
19	CCOc1ccccc1OCC(=O)OCC(=O)c1c(N)n(CC(C)C)c(=O)n(C)c1=O	.	-19%	2%
20	Nc1c(Cl)cnc(C(Cl)(Cl)Cl)c1Cl	-1%	0%	1%
21	COc1ccc(C(=O)c2ccc(OC)c(OC)c2)cc1OC	-1%	-8%	3%
22	Cc1nc(N2CCCCC2C)c2c(C)c(C(=O)Nc3cccc(C(F)(F)F)c3)sc2n1 (centres undefined)	-2%	?	2%
23	Cc1ccccc1NC(=O)C(=O)c1cn(C)c2ccccc12	0%	42%[activator]	28%
24	Cn1c(=O)c2c(SCC(N)=O)nc(CC(C)(C)C)nc2n(C)c1=O	-1%	-17%	5%
25	CCCc1nc(NCc2ccccn2)c2nnn(Cc3ccccc3F)c2n1	0%	?	-6%
26	CC(CN1CCCCC1)OC(=O)c1cccc(F)c1 (centres undefined)	5%	32%	4%
27	Cc1ccccc1Cn1c(=O)[nH]c2ccccc21	1%	-12%	0%
28	CN(C(=O)CN1C(=O)/C(=C/c2ccc(Cl)cc2)SC1=S)C1CCS(=O)(=O)C1 (centres undefined)	-7%	0%	-2%
29	CC(=O)Nc1ccc2c(c1)C(C)(C)C(C)N2C (centres undefined)	-9%	-8%	-6%
30	C#Cc1ccc([C@@H]2C=C(C(=O)OCC=C)O[C@H](OCc3ccc(CO)cc3)C2)cc1	2%	?	-1%

nr	Sm TGR block	Pf growth 96h	HCV inhibitor
16	1%	8%	-11%
17	21%	?	?
18	6%	2.3µM*	?
19	-2%	-2%	?
20	?	?	-6%
21	2%	24%	3%
22	6%	25%	?
23	1%	-2%	5%
24	3%	0%	?
25	0%	?	?
26	-17%	11%	?
27	-11%	-21%	-18%
28	-32%	?	3%
29	-1%	10µM*	-20%
30	?	?	?

(more compounds)
nr	Molecule	LmPK inhibitor	Pf growth 48h	Tb PYK inh
31	CCOc1cc(/C=N/NC(=O)CN2CCCCC2)ccc1OCc1cccc(Cl)c1	-1%	-3%	-7%
32	Cc1ccc(C)c(OCC(=O)Nc2ccc(S(=O)(=O)Nc3ncccn3)cc2)c1	-1%	?	-14%
33	O=C(c1ccc(S(=O)(=O)Cc2ccccc2Cl)c([N+](=O)[O-])c1)N1CCN(c2ccccn2)CC1	5%	?	-3%
34	O=C(Cc1ccccc1)NNC1CC(=O)N(c2ccc(Cl)cc2)C1=O (centres undefined)	4%	5%	-2%
35	Cn1c(CNC(=O)CNC(=O)c2ccc(F)cc2)cc(=O)n(C)c1=O	1%	-17%	-2%
36	COCCN(C(=S)Nc1ccc(C)cc1)C(C)c1ccco1 (centres undefined)	10%	-20%	-1%
37	COc1cccc(C2CC(c3ccc(C)cc3)n3ncnc3N2)c1 (centres undefined)	5%	-3%	-3%
38	CCC(=O)Nc1sc(C(=O)OC)c(C)c1C(=O)OC	2%	6%	-16%
39	CC(=O)c1cccc(NC(=O)N2CCCC2C(=O)Nc2ccc3c(c2)OCO3)c1 (centres undefined)	1%	-5%	5%
40	CC(Oc1ccc2c(-c3ccccc3)cc(=O)oc2c1)C(=O)NC(Cc1c[nH]c2ccc(O)cc12)C(=O)O (centres undefined)	-1%	12%	2%
41	CCCC1C(c2ccc(OC)cc2)C(C#N)(C#N)C2(C#N)CC1(N)NC2=O (centres undefined)	-1%	20%	-5%
42	Cc1cc(C)n(C(=O)CNC(=O)c2cccs2)n1	-5%	11%	-5%
43	CN(C)CCNc1c2c(nc3ccccc13)CCC2	4%	?	0%
44	Cc1ccc(OCC(=O)NNC(=O)CSc2ncnc3sc(C)c(C)c23)cc1	1%	7%	-4%
45	COc1ccc(C2CC(=O)N(C)c3ccccc3S2)cc1OC (centres undefined)	1%[11.5 µM]	82%[activator]	-5%

nr	Sm TGR block	Pf growth 96h	HCV inhibitor
31	-8%	?	?
32	-16%	52%[activator]	4%
33	7.9µM*	13µM*	?
34	.	12%	25%
35	-26%	?	6%
36	11%	-10%	0%
37	1%	?	6%
38	-32%	14%	?
39	.	-1%	-6%
40	-13%	86%[activator]	1%
41	0%	-1%	25%
42	-12%	.	19%
43	2%	?	?
44	-19%	?	-12%
45	7%	?	2%

Following part
nr	Molecule	LmPK inhibitor	Pf growth 48h	Tb PYK inh
46	CCc1ccc(N(CC(=O)NC(C)(C)C)C(=O)CNC(=O)c2cccs2)cc1	15%	?	6%
47	O=C(c1ccco1)N1CCN(S(=O)(=O)c2ccc(Oc3ccccc3)cc2)CC1	2%	-12%	0%
48	COc1ccc(C(=O)COc2ccc(F)cc2)c(O)c1C	-12%	14%	0%
49	O=C(N=C1SC2CS(=O)(=O)CC2N1c1c(Cl)cccc1Cl)C1CC1 (centres undefined)	1%	9%	5%
50	O=C(O)CCC(=O)c1cccc2ccccc12	9%	.	-3%
51	CSc1ccc(/C=C(\C(=O)O)c2ccc(S(=O)(=O)N3CCCCC3)s2)cc1	2%	5%	2%
52	O=C(COc1ccc2ccc(=O)oc2c1)NCCCN1CCCC1=O	-10%	25%	-3%
53	CN(C)c1ccc(C(=O)OCC(=O)NC2CCCCC2)cc1	0%	31%[activator]	3%
54	CC(C)CNC(=O)CSc1nnc(-c2cccc(S(=O)(=O)N3CCCCC3)c2)o1	4%	-1%	-6%
55	O=C(CC(C(=O)O)P(=O)(c1ccccc1)c1ccccc1)c1ccc(Br)cc1 (centres undefined)	2%	27%	1%
56	O=C(NCCN1C(=O)S/C(=C\c2ccc(Cl)cc2Cl)C1=O)C1=COCCO1	.	7%	4%
57	CN(Cc1nc(-c2cnccn2)no1)Cc1n[nH]c2c1CCCCC2	0%	-3%	-2%
58	O=C(c1cc2cc(Br)cc(Br)c2oc1=O)N1CCCc2ccccc21	6%	.	.
59	COc1ccc(/C=C2\SC(=N)N(c3nccs3)C2=O)cc1OC	-24%	?	-4%
60	COCC(=O)N(CCc1ccc(OC)cc1)Cc1nc2ccccc2c(=O)[nH]1	4%	?	4%

nr	Sm TGR block	Pf growth 96h	HCV inhibitor
46	12%	19%	-3%
47	16%	-25%	14µM*
48	11%	20%	-10%
49	-16%	5%	7%
50	-10%[11.4 µM]	19%	4%
51	-7%	17%	1%
52	-11%	-15%	-1%
53	-10%	.	8%
54	4%	16%	4%
55	28µM*	8%	10%
56	-2%	41%[activator]	?
57	-4%	2%	7%
58	-1%	-8%	.
59	4%	?	?
60	-16%	-16%	6%

(further entries)
nr	Molecule	LmPK inhibitor	Pf growth 48h	Tb PYK inh
61	COc1ccc(C(=O)CC2C(=O)N(C)C(=O)N(C)C2=O)cc1	-1%	-2%	-23%
62	C/C(=N\NS(C)(=O)=O)c1ccccc1	-1%	8%	-20%
63	CN(Cc1ccccc1)C(=O)COC(=O)CCN1C(=O)C2CC=CCC2C1=O (centres undefined)	.	-10%	2%
64	COc1cc2c(cc1C=O)OC(C)C2 (centres undefined)	6%	8%	-7%
65	O=C(CNC(=O)N1CC(=O)Nc2ccccc21)NCc1ccccc1	-12%	2%	-3%
66	CC1CCCCC1NC(=O)COC(=O)c1ccc2ncsc2c1 (centres undefined)	.	-3%	1%
67	CC(=O)Cn1c2ccccc2n2nc(CCC(=O)O)c(=O)nc12	-5%	4%	0%
68	O=C(CSc1nnc(-c2ccccc2)o1)Nn1cnnc1	1%	5%	2%
69	CCOC(=O)CCc1c(C)nc2cc(-c3ccc(Cl)cc3)[nH]n2c1=O	0%	?	19%
70	CCN1CCN(c2ccc(S(=O)(=O)N3CCOCC3)cc2NC(=O)C(C)Oc2ccc(Cl)cc2)CC1 (centres undefined)	.	12µM*	-1%

nr	Sm TGR block	Pf growth 96h	HCV inhibitor
61	25µM*	4%	-3%
62	-15%	.	?
63	-1%	-3%	-20%
64	11%	-15%	3%
65	-12%	-14%	19%
66	-6%	51%[activator]	16%
67	-15%	9%	21%
68	0%	13%	26%
69	-12%	.	0%
70	1%	?	2%
